ASM inhibitor = Inhibitors of Secretory Acid Sphingomyelinase (S-ASM): qHTS | Sphingomyelin phosphodiesterase (Homo sapiens), P17405 | placental ASM, HMU-PC fluorogenic substrate, 60 min | Potency, µM (top dose mostly 57.5 µM), for inactives: at the highest dose activity change, negative = inhibition, usual class: inhibitors | 0.006% of 340,000 active | AID 504937, 2011; also: potency is read from the fitted curve at half-maximal effect
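Human placenta-derived ASM enzyme was preincubated with compound for 10 minutes at room temperature, then given fluorogenic substrate HMU-PC0 (9 uM final) for 60 minutes at 37 °C; a pH 10 stop preceded fluorescence reading at Ex 386/Em 447 nm.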
USP2a inh = qHTS Assay for Inhibitors of Ubiquitin-specific Protease USP2a Using CHOP2 as the Reporter; Ubiquitin carboxyl-terminal hydrolase 2 (Homo sapiens), O75604; Potency, µM (titrated, usually from 38.3 µM), for inactives: top-dose activity change, negative = inhibition, usual class: inhibitors; USP2 core, Ub-CHOP2 coupled fluorogenic reporter, 485/531; 0.01% of 330,000 active;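 also: potency is read from the fitted curve at half-maximal effect; plate controls were DMSO wells for no effect and full inhibition by NEM control for full effect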
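USP2 core (10nM final) preincubated 30min RT with compound in 20mM Tris-HCl pH 8.0, 2mM CaCl2, 2mM beta-mercaptoethanol, 0.05% CHAPS; 25nM Ub-CHOP2 plus 25nM reporter substrate added, fluorescence (Ex485/Em531) read after 60min.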
Menin MLL FP TR = qHTS Assay for Inhibitors Targeting the Menin-MLL Interaction in MLL Related Leukemias: Competition With Texas Red Labeled MLL-derived Mutant Peptide; Potency, µM (highest dose often 61.6 µM), for the others: at the highest dose FP activity change, negative = inhibition, usual class: inhibitors; Menin + Texas Red MLL mutant peptide, fluorescence polarization; O00255; AID 1768, 2009; 0.23% of 270,000 active; active = well fitted inhibition curve with a large enough effect in the polarisation, with a control signal flat, not every such curve was filed as active; inconclusive = small, poorly fitted or top-dose-only effect, or effect the other way, or a change in a side signal; inactive = no such curve, though single readings can be large or run the other way; the % refers to the polarisation; also: potency is read from the fitted curve at half-maximal effect; % of control where 0% means no effect; many of its hits are not listed in these tables
Eya2 phos inh = qHTS Assay for Inhibitors of the Phosphatase Activity of Eya2; Protein phosphatase EYA2 (Homo sapiens), O00167; Potency, µM (titrated, usually from 76.9 µM), inactives show at the top dose activity, negative = inhibition, most hits filed as inhibitors; 0.006% of 330,000 active; recombinant Eya2, OMFP fluorescence dephosphorylation (OMFP is methylfluorescein phosphate); also: potency is read from the fitted curve at half-maximal effect; % is scaled to controls: 0 for no effect and ±100 for the full control effect
Target sequence (O00167 whole entry, looked up): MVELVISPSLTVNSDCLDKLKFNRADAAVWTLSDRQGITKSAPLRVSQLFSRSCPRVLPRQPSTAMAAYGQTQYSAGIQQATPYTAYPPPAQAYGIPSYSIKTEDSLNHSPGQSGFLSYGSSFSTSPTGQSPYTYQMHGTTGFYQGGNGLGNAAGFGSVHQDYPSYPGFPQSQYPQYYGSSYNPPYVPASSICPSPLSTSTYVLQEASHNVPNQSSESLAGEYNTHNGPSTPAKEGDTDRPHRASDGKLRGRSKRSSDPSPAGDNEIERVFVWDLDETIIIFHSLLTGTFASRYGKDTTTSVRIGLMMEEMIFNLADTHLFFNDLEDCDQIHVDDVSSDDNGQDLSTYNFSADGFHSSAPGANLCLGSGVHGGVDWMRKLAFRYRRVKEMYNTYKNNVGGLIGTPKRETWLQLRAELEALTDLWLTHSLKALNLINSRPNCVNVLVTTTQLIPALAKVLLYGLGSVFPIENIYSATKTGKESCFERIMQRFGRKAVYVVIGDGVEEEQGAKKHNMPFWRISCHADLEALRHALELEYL
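Eya2 (0.2 uM) preincubated 10 min at ambient with compound, then OMFP substrate added at 50 uM; 10 min reaction in 50 mM HEPES pH 7.5, 50 mM NaCl, 5 uM MgCl2, 0.05% BSA, 1 mM DTT. Fluorescence read at Ex 485/Em 525 nm.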
MBNL1 CUG block = qHTS Assay for Inhibitors of MBNL1-poly(CUG) RNA binding; Muscleblind-like protein 1 (Homo sapiens), Q9NR56; TR-FRET MBNL1-His/biotin-(CUG)12 binding, 665/545 ratio; Potency, µM (series often up to 57.5 µM), for inactives: at the top dose activity change, negative = inhibition, usual class: inhibitors; 0.036% of 280,000 active; AID 2675, 2010; active = well fitted inhibition curve with a large enough effect in the signal ratio, with a control signal flat, not every such curve was filed as active; inconclusive = small, poorly fitted or top-dose-only effect, or effect the other way, or a change in a side signal; inactive = no such curve, though single readings can be large or run the other way; the % refers to the signal ratio; also: potency is read from the fitted curve at half-maximal effect; % is scaled to controls: 0 for no effect and ±100 for the full control effect
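MBNL1-His + Biotin-(CUG)12, cpd titration 92 nM–58 uM; Tb anti-His Ab 0.055 ng/ul, SA-XL665 5 nM (final); 60 min RT; ratiometric 665/545 nm, Ex 340 nm; normalized to buffer and full-complex controls.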
BCR signal inh = qHTS Assay to Find Inhibitors of Chronic Active B-Cell Receptor Signaling. 0.05% of 340,000 active. ABC-DLBCL IkBa-CBG/CBR reporter, luminescence ratio, 4 h. Potency, µM (titrated, usually from 46.1 µM), for the others: top-dose ratio change, negative = lower green/red ratio, usual class: inhibitors; active = well fitted inhibition curve with a large enough effect in the signal ratio, with a control signal flat, not every such curve was filed as active; inconclusive = small, poorly fitted or top-dose-only effect, or effect the other way, or a change in a side signal; the % refers to the signal ratio;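 also: potency is read from the fitted curve at half-maximal effect; plate controls were basal doxycycline-induced cells for no effect and cells given 10 µM MG132 for full effect; MG132 reads +100%, hits lower the ratio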
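Concentration-response series (up to 46 uM) were applied to TMD8 dual-reporter cells for 4 h at 37C with doxycycline. Green/red ratio, after filter-overlap correction, defined %Activity; red signal alone was normalised to basal cells and zero luminescence.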
Mito fusion act = qHTS Assay for Small Molecule Inhibitors of Mitochondrial Division or Activators of Mitochondrial Fusion; S. cerevisiae fusion-defective mutant growth rescue, CellTiterGlo 48 h; Potency, µM (top dose mostly 46.1 µM), without a hit: top-dose growth rescue (activation), actives largely listed as activators; 0.23% of 320,000 active; AID 485298, 2010;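 also: potency is read from the fitted curve at half-maximal effect; % of control where 0% means no effect; nearly all actives have a fitted effect of over 45% in size; temperature-sensitive fusion mutants such as fzo1-1 at 37 °C on non-fermentable ethanol glycerol medium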
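S. cerevisiae fusion-defective temperature-sensitive mutants (e.g. fzo1-1, mgm1-5) grown 48 h at 37C in YPEG (ethanol/glycerol non-fermentable) medium with 23 nl compound per well; growth rescue read as CellTiterGlo luminescence.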
TSHR antagonist = Antagonists of the Thyroid Stimulating Hormone Receptor: HTS campaign; activity change, negative = inhibition, % at 11.5 µM; 0.2% of 330,000 active; Thyrotropin receptor (Homo sapiens), P16473; TSHR-expressing cells, TSH-stimulated cAMP HTRF, 2 h; active compounds read low;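 active = activity change below a set negative limit, meaning inhibition stronger than a set level, cut at about -70% in these data; inconclusive = activity change between two set negative limits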; also: % is scaled to controls: 0 for no effect and ±100 for the full control effect
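Freshly harvested TSHR cells receive pin-tooled compound, then EC80 TSH at 4nM final. After 2 hours at 37 deg C, antibody in lysis buffer and cAMP-d2 are added; 30 minutes at ambient temperature precede the HTRF read.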
PKM2 activator = qHTS Assay for Activators of Human Muscle isoform 2 Pyruvate Kinase. Pyruvate kinase PKM (Homo sapiens), P14618. purified PKM2, Kinase-Glo ATP luminescence, activation; response scale: 0% is enzyme alone, no compound. Potency, µM (doses to about 57.5 µM), inactives show at the highest dose activation, actives largely listed as activators. 0.34% of 260,000 active. AID 1631, 2009; also: potency is read from the fitted curve at half-maximal effect; % is scaled to controls: 0 for no effect and ±100 for the full control effect; nearly all actives have a fitted effect of over 55% in size
Target sequence (P14618 whole entry, looked up, canonical isoform): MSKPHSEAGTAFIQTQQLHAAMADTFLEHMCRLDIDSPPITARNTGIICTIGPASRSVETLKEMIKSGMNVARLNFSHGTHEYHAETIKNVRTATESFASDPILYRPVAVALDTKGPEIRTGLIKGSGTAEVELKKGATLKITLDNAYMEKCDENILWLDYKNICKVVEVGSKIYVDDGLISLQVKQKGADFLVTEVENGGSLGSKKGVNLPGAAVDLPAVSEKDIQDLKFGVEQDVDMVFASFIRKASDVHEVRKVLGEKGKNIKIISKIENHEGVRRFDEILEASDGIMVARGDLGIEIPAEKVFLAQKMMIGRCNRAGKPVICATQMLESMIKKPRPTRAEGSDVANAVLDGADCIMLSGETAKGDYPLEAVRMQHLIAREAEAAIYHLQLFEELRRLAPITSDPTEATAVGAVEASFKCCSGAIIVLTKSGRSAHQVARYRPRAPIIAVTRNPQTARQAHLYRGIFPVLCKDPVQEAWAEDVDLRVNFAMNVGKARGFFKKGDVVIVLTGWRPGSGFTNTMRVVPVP
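Purified hPK-M2 (>95% pure) converted ADP (0.1 mM final) to ATP with 0.5 mM PEP in 50 mM imidazole pH7.2, KCl, MgCl2, Tween 20, BSA; 1 h at room temperature. ATP detected by Kinase-Glo luminescence.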
hERG WT inh = qHTS for Inhibitors of KCHN2 3.1: Wildtype qHTS | Voltage-gated inwardly rectifying potassium channel KCNH2 (Homo sapiens), Q12809 | U2OS, BacMam KCNH2, thallium flux FluxOr; active compounds read low | activity change, % at 1.84 µM | 0.37% of 340,000 active | AID 720551, 2013;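 active = maximum activity change below -70%; inconclusive = maximum activity change between -70% and -50%; inactive = maximum activity change above -50%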; also: % is scaled to controls: 0 for no effect and ±100 for the full control effect
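U2OS cells were transduced with wild-type KCNH2 virus (2.03 x 10^8 / mL) for 4 h at room temperature, then cultured overnight at 37 C. Thallium flux was read with FluxOr dye. Rate constants were normalized to DMSO controls.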
GALK inhibitor = qHTS Assay for Inhibitors of Human Galactokinase (GALK); Purified GALK, Kinase-Glo residual ATP luminescence; Potency, µM (highest dose often 57.5 µM), for inactives: at the top dose activity change, negative = inhibition, actives largely listed as inhibitors; 0.007% of 270,000 active; also: potency is read from the fitted curve at half-maximal effect; % is scaled to controls: 0 for no effect and ±100 for the full control effect
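GALK at 5 nM final was combined with compound, 35 uM ATP and 100 uM galactose in HEPES pH8.0 with MgCl2 and DTT. The reaction ran one hour at room temperature before luminescent ATP detection.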
* hit, by the source's call; u = inconclusive; x = not tested or not shown. Unless noted, calls follow the shape of the dose curve; as a rule, active = well fitted curve in the direction sought with a large enough effect; inconclusive = small, poorly fitted or top-dose-only effect, or another doubt; inactive = no such curve, though single readings can be large; an effect the other way counts as inactive or inconclusive. This is a subset. The share of hits here may be higher or lower than overall.

SMILES	ASM inhibitor	USP2a inh	Menin MLL FP TR	Eya2 phos inh	MBNL1 CUG block	BCR signal inh	Mito fusion act	TSHR antagonist	PKM2 activator	hERG WT inh	GALK inhibitor
CC(Sc1sc(=S)sc1SC(C)C(=O)O)C(=O)O (stereo unspecified)	-1.4%	2.7%	-0.1%	4.5%	u	-2.9%	-1.6%	14.9	-5.0%	12.4	5.2%
CN(CC(=O)NC1CCCCCC1)S(=O)(=O)c1ccc2c(c1)n(C)c(=O)c(=O)n2C	0.4%	-8.6%	-2.5%	6.2%	10.8%	1.4%	0.1%	-0.7	-1.7%	-4.1	0.9%
CN(C)C(CNC(=O)c1ccc2c(c1)S(=O)(=O)c1ccccc1C2=O)c1ccco1 (stereo unspecified)	2.2%	0.4%	0.0%	14.2%	u	-10.3%	-4.8%	-5.0	1.8%	27.1	-1.1%
Cc1ccc(S(=O)(=O)N2CCCC2CNC(=O)c2ccc3c(c2)OCO3)cc1 (stereo unspecified)	7.1%	0.8%	x	-7.9%	x	3.2%	3.0%	6.0	x	12.8	x
CC(C)c1cc(C(F)(F)F)n2nc(C(=O)O)cc2n1	4.4%	-0.2%	-3.5%	-2.9%	-8.8%	u	0.0%	-4.5	-0.8%	-10.8	-1.7%
COc1ccc(CN2CCNC(=O)C2CC(=O)N2CCCN(C(C)=O)CC2)c(OC)c1 (stereo unspecified)	3.9%	1.7%	-0.1%	-13.2%	-1.6%	-1.6%	-3.2%	-7.8	-6.0%	21.0	-0.7%
CCc1ccccc1NC(=O)Cn1cccc1C1=NC(c2ccccc2)CO1 (stereo unspecified)	0.3%	3.2%	-5.0%	2.3%	6.1%	-0.2%	-3.5%	13.5	5.8%	4.3	-0.4%
Cc1ccc(NC(=O)c2ccc3ncsc3c2)cc1S(=O)(=O)N(C)C	x	-0.5%	x	7.5%	-1.9%	u	13.7%	-13.7	5.1%	x	3.1%
Cc1ccc(C(=O)Nc2ccc(F)cc2F)o1	-0.2%	0.9%	8.8%	18.6%	1.1%	-8.9%	4.8%	6.1	-57.1%	2.8	-0.5%
COc1cc(C(=O)O/N=C(\N)c2ccc([N+](=O)[O-])cc2)cc(OC)c1OC	1.5%	1.2%	4.8%	2.5%	u	u	-5.8%	3.9	2.2%	-1.1	1.5%
Cc1cc2cc3c(cc2nc1SCc1ccc(C(=O)O)cc1)OCCO3	1.8%	0.3%	29.1%	-7.2%	0.7%	-0.3%	15.7%	-16.5	5.5%	5.1	0.2%
Cc1cccc(NC(=O)CCS(=O)(=O)c2ccc(Cl)cc2)c1	1.9%	2.2%	19.1%	-17.8%	-4.5%	-0.9%	5.2%	-2.1	x	5.9	-4.1%
C/C(=N\OCC(=O)Nn1c(C)nc2ccccc2c1=O)c1ccccc1	-4.7%	-7.5%	11.9%	4.5%	-7.0%	17.5%	-2.9%	5.8	2.9%	9.3	-1.3%
NC(=O)c1ccccc1NC(=O)c1cc(S(=O)(=O)N2CCCCC2)ccc1N1CCOCC1	10.3%	-0.4%	x	-4.6%	x	0.6%	-5.9%	0.8	x	5.5	x
CCN(CC)CCCN1C(=O)C(=O)/C(=C(/O)c2ccc(C)cc2)C1c1ccccn1 (stereo unspecified)	0.1%	x	18.0%	x	24.4%	x	2.3%	x	-1.9%	2.7	-1.4%
CCN(CC)CCN1C(=O)C(O)=C(C(C)=O)C1c1ccc(OC)c(OC)c1 (stereo unspecified)	1.7%	1.3%	-8.0%	-14.4%	1.4%	3.1%	0.0%	9.3	0.6%	-4.8	-0.7%
CCOc1ccc(NC(=O)CSc2nnc(-c3ccncc3)n2CC2CCCO2)cc1 (stereo unspecified)	-0.4%	0.8%	-1.0%	-5.2%	-1.5%	-8.1%	5.5%	36.0	-16.1%	-10.1	-0.7%
COc1cc2c(c(O)c1OC)-c1c(cc(OC)c(OC)c1OC)C[C@@H](C)[C@@H](C)C2	4.9%	0.0%	x	-3.4%	-4.3%	-10.3%	u	23.6	-4.2%	16.0	-2.3%
CC(=O)Nc1ccc(NC(=O)C(Sc2ccccc2)c2ccccc2)cc1 (stereo unspecified)	0.8%	1.4%	x	2.5%	-8.1%	2.7%	-2.8%	-1.9	0.5%	6.5	4.3%
CCCCN(C(=O)CCC(=O)Nc1cc(C)on1)C(C(=O)NC1CCCC1)c1ccccc1OCC (stereo unspecified)	-1.9%	0.7%	u	-12.1%	0.1%	11.3%	-1.5%	7.6	x	7.0	0.9%
COc1ccc(C2C(C(=O)c3sc(C)nc3C)=C(O)C(=O)N2CCN(C)C)cc1 (stereo unspecified)	0.2%	3.9%	22.2%	-21.6%	6.8%	u	-3.9%	4.1	-8.8%	0.8	1.3%
Cc1ccc([N+](=O)[O-])cc1NC(=O)Nc1cccc(F)c1	-3.4%	3.4%	u	13.2%	3.0%	0.2%	8.4%	-18.9	0.7%	-14.8	-2.8%
CCOC(=O)c1ccc(NC(=O)C(=O)NCc2ccncc2)cc1	0.2%	2.6%	-12.2%	-24.1%	u	6.4%	4.3%	3.8	1.4%	-8.2	-0.3%
COc1ccc(CNC(=O)CCSCc2ccc(C)cc2)cc1	1.7%	6.0%	8.7%	-13.2%	-5.6%	13.8%	-3.7%	-6.6	-0.4%	2.3	1.5%
COc1cc(C#Cc2c(-c3cncn3C)n(C)c3ccc(-c4cc(OC)c(OC)c(OC)c4)cc23)cc(OC)c1	22.0%	-4.7%	x	-27.3%	x	u	x	-18.7	x	-1.9	x
Nc1nc(NCC2CCCO2)nc(Nc2cccc(F)c2)c1[N+](=O)[O-] (stereo unspecified)	2.2%	1.8%	x	3.9%	x	5.6%	6.5%	-1.7	-0.5%	-1.3	6.6%
COc1cccc(N2CCN(S(=O)(=O)c3ccc4c(c3)NC(=O)CS4)CC2)c1	-3.2%	-1.0%	x	5.6%	-3.1%	1.1%	3.4%	-7.1	x	2.9	1.9%
CCC1(C(=O)OC)NC(c2ccccc2OC)C2C(=O)N(C)C(=O)C21 (stereo unspecified)	0.4%	-5.0%	5.1%	-3.9%	1.2%	2.6%	-1.4%	2.5	-0.3%	-2.4	7.5%
CC/S(=N\S(=O)(=O)c1ccc(C)cc1)c1ccccc1 (stereo unspecified)	-1.8%	4.0%	x	15.2%	-14.5%	-1.4%	-3.5%	6.5	-6.0%	0.5	x
Cc1cc(-c2ccccc2)nc(N(C)NC(=O)C(C)(C)C)c1S(C)(=O)=O	-4.4%	-1.2%	-5.0%	-23.3%	x	0.5%	0.4%	-3.5	-1.7%	-4.5	-0.2%
CCC(C)NC(=O)CSc1nc2scc(-c3ccccc3)c2c(=O)[nH]1 (stereo unspecified)	0.2%	1.9%	-8.3%	-3.6%	5.1%	0.7%	-3.9%	0.0	4.8%	-8.2	1.4%
C/C(Nc1ccccc1)=C(/C#N)C(N)=O	-0.4%	2.9%	-0.3%	19.1%	-1.5%	1.3%	-0.7%	11.0	-3.1%	4.3	1.9%
